Screening results deposited in PubChem by National Center for Advancing Translational Sciences (NCATS).
L3MBTL1 block: inhibitors of human L3MBTL1; Potency, µM (doses to about 57.1 µM), inactives show at the top dose activity, negative = inhibition, hits mostly inhibitors; hit rate 0.66% among 230,000; AlphaScreen L3MBTL1–H3K9me1 peptide binding; active = well fitted inhibition curve with a large enough effect; note: nearly all actives have a fitted effect of over 60% in size
Target sequence (Q9Y468 whole entry, looked up): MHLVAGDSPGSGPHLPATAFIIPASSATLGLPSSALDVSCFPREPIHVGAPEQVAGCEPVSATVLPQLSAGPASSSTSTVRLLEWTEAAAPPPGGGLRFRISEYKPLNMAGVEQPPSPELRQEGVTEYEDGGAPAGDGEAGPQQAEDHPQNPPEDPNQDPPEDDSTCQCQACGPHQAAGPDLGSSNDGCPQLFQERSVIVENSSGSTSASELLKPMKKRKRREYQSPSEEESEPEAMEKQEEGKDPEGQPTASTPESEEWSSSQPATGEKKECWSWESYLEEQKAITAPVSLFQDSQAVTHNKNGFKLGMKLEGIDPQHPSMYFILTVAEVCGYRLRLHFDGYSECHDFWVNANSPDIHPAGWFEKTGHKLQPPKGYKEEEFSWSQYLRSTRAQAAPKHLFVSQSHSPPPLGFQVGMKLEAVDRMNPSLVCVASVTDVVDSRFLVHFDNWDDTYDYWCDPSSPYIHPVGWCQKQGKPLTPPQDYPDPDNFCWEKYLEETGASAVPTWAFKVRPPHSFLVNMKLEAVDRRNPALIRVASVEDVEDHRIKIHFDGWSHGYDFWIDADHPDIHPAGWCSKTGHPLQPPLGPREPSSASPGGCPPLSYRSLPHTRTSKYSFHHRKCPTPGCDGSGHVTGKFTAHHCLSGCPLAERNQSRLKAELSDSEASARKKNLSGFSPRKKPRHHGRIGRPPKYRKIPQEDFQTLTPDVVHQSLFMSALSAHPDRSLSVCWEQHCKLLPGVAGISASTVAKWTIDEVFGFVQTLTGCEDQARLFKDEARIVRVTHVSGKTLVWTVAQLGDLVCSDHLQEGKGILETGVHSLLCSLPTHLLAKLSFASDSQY
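Read-out is AlphaScreen signal from streptavidin donor and nickel chelate acceptor beads (10 ug/mL final each) bridging L3MBTL1 (50 nM) and biotinylated K9-monomethylated H3(1-15) peptide (75 nM), after 30 min compound exposure at room temperature.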
* = called active by the depositor; [ ] = remark or other dose. % is set by controls: 0 for no effect and ±100 for the full control effect; potency is the fitted concentration of half-maximal effect. The list is partial (hit frequency here may not be typical).

L3MBTL1 block,Structure
17.1%,NS(=O)(=O)c1cc(C(=O)OCC(=O)N2CCc3ccccc3C2)ccc1Cl
-5.7%,COc1ccc(NS(=O)(=O)c2ccc(C)c(C(=O)N3CCC3)c2)cc1
-8.3%,O=C(COC(=O)c1ccc(OC(F)(F)F)cc1)Nc1ncccn1
20.7%,COc1ccc(-c2nc3ccccc3o2)cc1OC
5.7%,CCOc1ccc(C2=Nn3c(CC)nnc3SC2)cc1
8.3%,O=C(CN1C(=O)NC2(CCCC2)C1=O)NCCN1C(=O)S/C(=C\c2ccccc2F)C1=O
0.1%,O=C(NN1CCOCC1)c1ccccc1Br
32.8%[activator],C[C@@H]1CC[C@]2(C(=O)O[C@@H]3O[C@H](CO)[C@@H](O)[C@H](O)[C@H]3O)CC[C@]3(C)C(=CCC4[C@@]5(C)C[C@@H](O)[C@H](O)[C@@](C)(C(=O)O[C@@H]6[C@H](O)C[C@@]7(C)C(CC[C@]8(C)C7CC=C7[C@H]9[C@](C(=O)O[C@@H]%10O[C@H](CO)[C@@H](O)[C@H](O)[C@H]%10O)(CC[C@@H](C)[C@@]9(C)O)CC[C@]78C)[C@@]6(CO)C(=O)O)C5CC[C@]43C)[C@@H]2[C@]1(C)O (some centres not stated)
10.3%,COc1ccc(-c2c(-c3ccccc3OC)sc3ccccc23)cc1
-0.3%,COc1ccc(NC(=O)CSc2nnc(N)s2)cc1S(=O)(=O)N1CCCCC1
1.0%,COc1ccc(CNC(=O)c2ccc(Cl)c(NC3=NC4CS(=O)(=O)CC4S3)c2)cc1 (configuration not stated)
-0.6%,COc1ccc(C(=O)N2CCN(c3ccc(F)cc3)CC2)cc1S(=O)(=O)NC1CC1
0.0%,O=C(COC(=O)/C=C/c1ccccc1)NC1CCCCC1
5.6%,Cc1ccc(NC(=O)CSc2ccc(Br)cc2)cc1S(=O)(=O)N1CCOCC1
5.8%,CCN(CC(=O)Nc1ccc(NC(C)=O)cc1)C(=O)C1CCC1
-9.6%,CCn1nc(C(=O)Nc2ccc(N3CCOCC3)cc2)c2ccccc2c1=O
3.4%,CCc1noc(C)c1C(=O)Nc1nc(-c2ccccc2)cs1
4.9%,COc1ccc(NC(=O)Cn2c(=O)oc3cc(S(=O)(=O)N4CCCC4)ccc32)c(OC)c1
10.4%,CC(=O)O[C@H]1CC[C@@]2(C)[C@@H](CC[C@@H]3[C@@H]2CC[C@]2(C)[C@@H](C(C)(C)O)C[C@@H]32)C1
30.8%[activator],CCCCN(C(=O)c1cccc(S(=O)(=O)N(C)c2ccc(C)cc2)c1)c1c(N)n(CCCC)c(=O)[nH]c1=O

Reformatted with tabs: part of the list above.
compound	L3MBTL1 block
CCn1nc(C(=O)Nc2ccc(N3CCOCC3)cc2)c2ccccc2c1=O	-9.6%
CCc1noc(C)c1C(=O)Nc1nc(-c2ccccc2)cs1	3.4%

The list continues:
L3MBTL1 block,Structure
5.3%,Cc1cccc(-n2nnnc2SCC(=O)NC2CCCC2)c1
11.3%,COc1ccc(CCN(C)C(=O)CN2C(=O)NC3(CCCCC3C)C2=O)cc1OC (configuration not stated)
4.1%,O=C(CN1CCN(S(=O)(=O)c2ccccc2)CC1)Nc1ccnn1C1CCCC1
3.7%,O=C(COC(=O)CCCOc1ccccc1)NC1CCS(=O)(=O)C1 (configuration not stated)
-7.3%,CCOc1ccc(S(=O)(=O)N2CN(c3cccc(C(C)=O)c3)c3nc4ccccc4nc32)cc1
1.0%[2.29 µM],COc1ccc(N(C(C)C(=O)N2CCCC2)S(C)(=O)=O)cc1 (configuration not stated)
-6.4%,O=C1C=C(c2cc(C(F)(F)F)cc(C(F)(F)F)c2)C[C@@H](c2ccc3c(c2)OCO3)C1
31.3%[activator],Cc1ccc(S(=O)(=O)CCC(=O)OCC(=O)NCCc2ccc(S(N)(=O)=O)cc2)cc1
-2.0%,COc1ccc(-c2csc3ncnc(N4CCN(S(=O)(=O)c5cccc(Br)c5)CC4)c23)cc1
1.6%,COc1ccc(CC(=O)Nc2sccc2C#N)cc1S(=O)(=O)N1CCOCC1
-0.1%,CCCCn1c(N)c(N(CCC(C)C)C(=O)c2ccc(C)c(S(=O)(=O)N3CCOCC3)c2)c(=O)[nH]c1=O
3.1%,O=C(NNC(=O)c1cccc(S(=O)(=O)Nc2ccc(Cl)cc2)c1)c1ccc(=O)[nH]c1
2.4%,O=C1CC2(CCN(C(=O)c3ccccc3Cl)CC2)Oc2ccccc21
-0.5%,CN(CC(=O)Nc1ccc(F)cc1)C(=O)c1cn(-c2ccccc2)nc1-c1cccs1
-7.7%,COC(=O)[C@@H]1C[C@@H](c2ccccc2)[C@H](C)C1(C)C
-1.3%,O=c1oc2ccc(C#CC3(O)CCCCC3)cc2cc1-n1cc(C2(O)CCCCC2)nn1
-0.4%,COc1cc(CC(=O)NNC(=O)c2cccs2)cc(OC)c1OC
10.0%,CCOc1ccc(C(=O)NNC(=O)c2cc(S(=O)(=O)N3CCOCC3)ccc2Cl)cc1
-0.1%,CCC(=O)N(c1nnc(SCC(=O)Nc2ccc(N3CCOCC3)cc2)s1)C1CC1
1.0%,Cc1csc(SCC(=O)Nc2cc([N+](=O)[O-])ccc2F)n1

Already shown: three of the compounds above.
L3MBTL1 block,Structure
10.0%,CCOc1ccc(C(=O)NNC(=O)c2cc(S(=O)(=O)N3CCOCC3)ccc2Cl)cc1
-0.1%,CCC(=O)N(c1nnc(SCC(=O)Nc2ccc(N3CCOCC3)cc2)s1)C1CC1
1.0%,Cc1csc(SCC(=O)Nc2cc([N+](=O)[O-])ccc2F)n1

The list continues:
L3MBTL1 block,Structure
0.0%,CCN(CC)C(=O)c1[nH]cnc1C(=O)Nc1cccc(Cl)c1
6.6%,COc1ccc(S(N)(=O)=O)cc1C(=O)OCC(=O)NC(C)(C#N)C1CC1 (configuration not stated)
-4.8%,Cc1nn(CC(=O)N(C)C2(C#N)CCCCC2)c(C)c1[N+](=O)[O-]
4.4%,CNc1snc(C)c1C(=O)OC(C)C(=O)Nc1ccc(F)cc1 (configuration not stated)
27.3%,O=S(=O)(Nc1nc2ccccc2nc1N1CCN(CCO)CC1)c1cc(F)ccc1F
1.5%,CC(CC(=O)NNC(=O)c1ccncc1)c1ccccc1 (configuration not stated)
1.2%,Cc1ccc(C)c(-n2ccnc2SCC(=O)c2c(N)n(C3CC3)c(=O)[nH]c2=O)c1
9.4%,Cc1noc(C)c1NC(=O)N(C)C[C@H]1Oc2ccc(NS(=O)(=O)c3cn(C)cn3)cc2C(=O)N([C@H](C)CO)C[C@@H]1C
-18.4%,COc1ccc(NC(=O)CN(C)C(=O)c2ccc(N3CCCCC3)c([N+](=O)[O-])c2)cc1
2.0%,CCCC1CC(CCc2ccccc2)OS(=O)(=O)N1 (configuration not stated)
-0.2%,Cc1cc(NC(=O)C(C)SCC(=O)N(Cc2ccccc2)c2ccccc2)no1 (configuration not stated)
3.8%,O=C(COC(=O)c1ccc2ncsc2c1)Nc1cc([N+](=O)[O-])ccc1Cl
4.2%,COc1ccc(-c2noc(N3CCCC(C(=O)Nc4ccccc4F)C3)n2)cc1 (configuration not stated)
15.6%,CC(=O)c1ccc(OC(=O)CCc2ccccc2)cc1
3.4%,COC(=O)c1c(C)[nH]c(C(=O)COC(=O)c2c(C)noc2C)c1C
2.5%,NC(=O)c1ccc(SCC(=O)OCC(=O)N2CCCCC2)c([N+](=O)[O-])c1
-4.6%,COc1cccc(OCCNc2ccc([N+](=O)[O-])cn2)c1
5.3%,O=[N+]([O-])c1ccc(S(=O)(=O)Nc2nnc(C(F)(F)F)s2)cc1
17.2%,O=C1CC(NS(=O)(=O)c2cccs2)CN1c1cccc(F)c1 (configuration not stated)
6.9%,Cc1ccc(S(=O)(=O)NC2CC(C)(C)NC(C)(C)C2)cc1
-5.7%,CCN(CC)c1ccc(C(=O)OCC(=O)Nc2cc(C)on2)cc1
-1.6%,COc1cccc(N2C(=O)CC(Sc3nc(C)cc(C)n3)C2=O)c1 (configuration not stated)
2.7%[2.29 µM],COc1ccc(NC(=O)CCN2CCN(c3ccccc3F)CC2)c(OC)c1
-3.1%,c1ccc2c(Nc3ccc(N4CCOCC4)cc3)nc(N3CCOCC3)nc2c1
-1.9%,Cc1ccc(C)c(C(=O)COC(=O)c2n[nH]c3ccccc23)c1
-1.5%,Cc1ccc(C(=O)NNC(=O)c2ccc3c(c2)OCCO3)cc1
0.0%,COc1cccc(CN(C)C(=O)c2cc(S(=O)(=O)NC3CCCCC3)ccc2C)c1OC
1.3%,CCOc1ccccc1N1CCN(CC(=O)NC(C)c2ccccc2)CC1 (configuration not stated)
2.1%,O=C(NCC(c1ccco1)N1CCN(c2ccccc2F)CC1)C1CCCCC1 (configuration not stated)
-14.4%,CCC(C)N(C(=O)CSc1nnc(-c2cccs2)n1C1CC1)C1CCS(=O)(=O)C1 (configuration not stated)
-7.3%,O=C(CCN=C1NS(=O)(=O)c2ccccc21)OCC(=O)c1ccccc1
-7.8%,Cn1nnnc1Sc1ncnc2scc(-c3ccc4c(c3)OCO4)c12
1.6%,Cc1ccc(S(=O)(=O)N2CCC(C(=O)OCC(=O)N(CCC#N)c3ccc(F)cc3)CC2)cc1C
7.8%,CCCCN(C(=O)c1c(CC)noc1C)c1c(N)n(CC(C)C)c(=O)[nH]c1=O
3.2%,Cc1ccc(S(=O)(=O)NC2CC2)cc1
4.1%,O=C(COC(=O)Cc1c[nH]c2ccccc12)NCCc1ccccc1
7.6%,Cc1ccc(NC(=O)COC(=O)Cn2cnc3ccccc32)c(C)c1
-6.2%,CC(=O)c1c(C)[nH]c(C(=O)OCc2cc(=O)n3cc(Br)ccc3n2)c1C
4.9%,CCOc1ccc(/C=C/C(=O)Oc2ccccc2)cc1
4.1%,CC(Sc1nc2ccccc2c(=O)n1C)C(=O)N(C)C1CCCCC1 (configuration not stated)

Reprinted from the part before: four entries, followed by the next part.
L3MBTL1 block,Structure
7.6%,Cc1ccc(NC(=O)COC(=O)Cn2cnc3ccccc32)c(C)c1
-6.2%,CC(=O)c1c(C)[nH]c(C(=O)OCc2cc(=O)n3cc(Br)ccc3n2)c1C
4.9%,CCOc1ccc(/C=C/C(=O)Oc2ccccc2)cc1
4.1%,CC(Sc1nc2ccccc2c(=O)n1C)C(=O)N(C)C1CCCCC1 (configuration not stated)
3.1%,CCn1nnnc1SCC(=O)N1N=C(c2cccs2)CC1c1cccs1 (configuration not stated)
-3.8%,Nc1nc(N)c2[nH]c(-c3ccccc3)nc2n1
2.0%,CCCCCOc1ccc(C(O)C(CN2CCOCC2)c2ccccc2)cc1 (configuration not stated)
1.0%,Cn1cnnc1SCC(=O)c1ccc2c(c1)NC(=O)CO2
-3.1%,O=C(O)c1ccc(S(=O)(=O)NCC2CCCO2)cc1 (configuration not stated)
0.2%,N#Cc1cccc2cccc(S(=O)(=O)N3CCOCC3)c12
-1.7%,COc1cc(C(=O)NCCc2ccc(F)cc2)ccc1OCC(=O)N1CCOCC1
0.1%,COC(=O)[C@@]1(C)[C@H]2C(=O)N(C)C(=O)[C@H]2[C@H]2CN=C(SCc3ccc(Cl)cc3)N21
-21.3%,Cc1nc(N/N=C/c2ccc(O)cc2O)cc(N2CCOCC2)n1
-1.1%,CCN(c1ccccc1)S(=O)(=O)c1ccc(C(=O)N2CC(C)CC(C)C2)cc1 (configuration not stated)
-8.7%,Cc1ccc(S(=O)(=O)NCC(=O)OCC(=O)NCCc2ccccc2)cc1
5.4%,O=C(CN1C(=O)c2ccccc2C1=O)OCC(=O)c1ccc(F)cc1
3.4%,CC(Sc1ncccn1)C(=O)NC1CCCC1 (configuration not stated)
-1.6%,O=C(COc1coc(CN2CCN(c3ccccc3F)CC2)cc1=O)N1CCc2ccccc21
0.4%,Cc1ccnc(NC(=O)C2CCN(S(=O)(=O)c3ccc4ccccc4c3)CC2)c1
8.0%[2.29 µM],O=C(O)COc1ccc(NC(=O)C(c2ccccc2)c2ccccc2)cc1
-2.7%[2.29 µM],O=C(O)c1ccc(NS(=O)(=O)c2cccc(C(=O)Nc3ccc(Br)cc3)c2)cc1
12.4%,CCOC(=O)C1=C(c2ccccc2)NC(=O)NC1c1ccsc1 (configuration not stated)
11.4%,CC(=O)c1ccc(OCCCC(=O)Nc2ccc(C)c(S(=O)(=O)N3CCCCC3)c2)cc1
-3.0%,Cc1ccc2c(Cl)cc(Cl)c(OCC(=O)N3CCOCC3)c2n1

The last 2 records of the part above are carried over, then new ones follow:
L3MBTL1 block,Structure
11.4%,CC(=O)c1ccc(OCCCC(=O)Nc2ccc(C)c(S(=O)(=O)N3CCCCC3)c2)cc1
-3.0%,Cc1ccc2c(Cl)cc(Cl)c(OCC(=O)N3CCOCC3)c2n1
-2.5%,Cc1ccccc1OCCOC(=O)c1cc(S(=O)(=O)N2CCCCC2)ccc1N1CCOCC1
-20.8%,Clc1ccc(Cl)c(-c2nc(-c3ccncc3)no2)c1
1.3%,COc1cccc(NC(=O)CN(C)C(=O)c2cc3c(s2)CCC(C)C3)c1 (configuration not stated)
-1.1%,COc1ccc(N2CCN(C(=O)COC(=O)c3ccc(Cl)nc3)CC2)cc1
-9.8%,Cc1cc(OCC(=O)OCC(=O)NCc2cccs2)ccc1Cl
-14.6%,CCOc1cc(C(=S)N2CCOCC2)ccc1OC(=O)c1ccccc1
17.3%,COC(=O)c1c(-c2ccc(S(C)(=O)=O)cc2)sc2cc(OC)ccc12
-2.4%,CCOC(=O)Cc1csc(NC(=O)CSc2nc(=O)[nH]c3c2CCCC3)n1
